NPY Y1 blocker: NPY-Y1 receptor antagonists, primary screen, cell-based | HEK293-CNG Y1 cells, membrane potential fluorescence; NPY at EC95, then isoproterenol | inhibition, % at 3.6 µM | 200,000 compounds, 1% hits;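 active = inhibition above the campaign mean inhibition of all tested compounds plus 3 SD, cut at about 20% in these data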;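 also: 0% = DMSO wells given NPY plus isoproterenol and 100% = isoproterenol alone without NPY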
Target sequence (P25929 whole entry, looked up): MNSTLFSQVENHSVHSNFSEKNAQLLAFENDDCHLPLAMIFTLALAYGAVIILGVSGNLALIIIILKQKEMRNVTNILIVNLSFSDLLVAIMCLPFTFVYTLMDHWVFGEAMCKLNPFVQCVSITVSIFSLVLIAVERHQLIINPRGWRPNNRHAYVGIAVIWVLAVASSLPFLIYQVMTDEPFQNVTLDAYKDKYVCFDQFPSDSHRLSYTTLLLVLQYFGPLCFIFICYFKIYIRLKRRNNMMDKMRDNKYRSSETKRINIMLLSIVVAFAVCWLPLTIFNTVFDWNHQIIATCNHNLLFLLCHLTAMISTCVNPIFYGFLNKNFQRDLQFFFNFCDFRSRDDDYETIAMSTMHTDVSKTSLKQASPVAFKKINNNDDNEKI
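Material: HEK293 cells co-expressing NPY Y1 receptor and cyclic-nucleotide gated channel. Timing: compound incubation 1 h at room temperature, readout 45 min post-stimulation. Signal: fluorescence, membrane potential probe.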
Runt-CBFb FRET: inhibitors of RUNX1 Runt–CBFb binding, primary screen, biochemical, FRET, Cerulean-Runt, Venus-CBFb, uHTS; Runt-related transcription factor 1 (Homo sapiens) + Core-binding factor subunit beta …; Cerulean-Runt/Venus-CBFb FRET ratio 530/480, 1 h; inhibition, % at 20 µM; 220,000 compounds, 0.46% hits; AID 1496, 2009;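 active = inhibition over about 50% at 20 µM in the single-dose screen, limit read from the data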;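 also: 0% = DMSO wells and 100% = excess unlabeled CBFb competitor control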
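Reagent – Venus-CBFb binding partner, 100 nM · Assay system – Cerulean-tagged RUNX1 Runt domain (FRET donor) fusion protein · Input – 100 nM per protein · Incubation – two 1 h room-temperature incubations shielded from light · Measured by – FRET fluorescence · Medium – Tris buffer pH 7.5 with salts and BSA · Benchmarks – unlabeled CBFb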
NPY2 pot ag: NPY-Y2 potentiators or agonists, primary screen, cell-based; cells expressing NPY-Y2, potentiator/agonist read-out; Neuropeptide Y receptor type 2 (Homo sapiens), P49146; activation, % at 3.6 µM; 220,000 compounds, 0.45% hits; in the data active = activation above about 27%;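 also: cells stimulated with NPY near EC25 plus isoproterenol at EC100; 0% = vehicle plus submaximal agonist and 100% = vehicle plus saturating agonist; some results beyond the cut were filed as inactive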
p97 ATPase inh: inhibitors of human p97 ATPase, primary screen, biochemical; recombinant p97 ATPase, Kinase-Glo ATP luminescence, 3 h; inhibition, % at 8 µM; 220,000 compounds, 0.42% hits; in the data active = inhibition above about 15%;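 also: 0% = DMSO vehicle and 100% = wells lacking enzyme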
Runt-SMMHC FRET: inhibitors of RUNX1 Runt–CBFb-SMMHC binding, primary screen, biochemical, FRET, Cerulean-Runt, Venus-CBFb-SMMHC, uHTS; Cerulean-Runt/Venus-CBFb-SMMHC FRET ratio 530/480, 1 h; AID 1434, 2008; inhibition, % at 20 µM; Runt-related transcription factor 1 (Homo sapiens) + Core-binding factor subunit beta …; 220,000 compounds, 0.74% hits;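 active = mean inhibition across duplicate retests at 20 µM reaching about 50%, limit read from the data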;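 also: 0% = DMSO wells and 100% = wells with excess untagged CBFb-SMMHC; inhibitors lower the FRET ratio by blocking Runt binding to CBFb-SMMHC; some results filed as inactive read as strong as hits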
Mdm2 ligase inh: MDM2-luciferase reporter signal enhancers, primary screen, MDM2 E3 ligase inhibitor project, cell-based, luminescence, 1536-well | E3 ubiquitin-protein ligase Mdm2 (Homo sapiens), Q00987 | cell-based MDM2 ubiquitination luciferase reporter, 2 h; 0 = plate control, 100 = twice control, blank-subtracted | signal enhancement, % at 5 µM | 210,000 compounds, 0.11% hits | AID 1230, 2008;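 active = signal enhancement of 30% or more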;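 also: luminescence tracks abundance of the self-degrading MDM2-luciferase fusion protein; higher signal means inhibition of MDM2 E3 ligase activity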
Target sequence (Q00987 whole entry, looked up, the tested form may be a part): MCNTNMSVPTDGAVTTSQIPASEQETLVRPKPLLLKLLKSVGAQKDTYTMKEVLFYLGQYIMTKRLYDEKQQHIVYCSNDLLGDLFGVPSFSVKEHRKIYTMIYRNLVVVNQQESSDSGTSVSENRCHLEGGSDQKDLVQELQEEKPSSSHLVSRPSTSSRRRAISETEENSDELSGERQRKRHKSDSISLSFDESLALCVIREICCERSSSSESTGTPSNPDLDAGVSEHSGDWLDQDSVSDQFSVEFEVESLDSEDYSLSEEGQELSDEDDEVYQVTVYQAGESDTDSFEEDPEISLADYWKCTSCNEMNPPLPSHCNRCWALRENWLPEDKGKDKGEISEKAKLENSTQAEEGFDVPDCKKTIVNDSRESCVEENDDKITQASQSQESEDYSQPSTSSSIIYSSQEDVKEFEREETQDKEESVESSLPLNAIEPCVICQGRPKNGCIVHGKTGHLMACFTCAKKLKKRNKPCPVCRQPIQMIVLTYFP
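Assay system: mammalian cells stably expressing self-ubiquitinating, self-degrading MDM2 E3–luciferase fusion. Quantity: 2000 cells in each well. Medium: DMEM culture medium. Compound dosing: single-point 5 µM. Timing: cell settling 4 h, compound treatment 2 h, both 37 °C. Technique: luciferase luminescence. Read-out basis: percent signal gain over controls, blank-subtracted. Benchmarks: plate controls and plate blanks.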
Hck-Nef inh: inhibitors of Nef-activated human Hck kinase, primary screen, biochemical, Z-Lyte FRET, 384-well, Hck-YEEI; inhibition, % at 20 µM; Tyrosine-protein kinase HCK (Homo sapiens), P08631; 220,000 compounds, 0.68% hits; Recombinant Hck-YEEI plus Nef, Z-Lyte FRET kinase assay;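 active = Hck-Nef kinase inhibition above about 50%, limit read from the data; inactive = inhibition below that limit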;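 also: 0% = DMSO with Hck plus Nef and 100% = Hck alone without Nef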
RBBP9 inhibitor: human RBBP9 inhibitors, primary screen, biochemical, fluorescence polarization, FP-Rh probe, HTS; Serine hydrolase RBBP9 (Homo sapiens), O75884; recombinant RBBP9; inhibition, % at 7.94 µM; 220,000 compounds, 0.2% hits; AID 1515, 2009;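 active = inhibition above the campaign mean of all tested compounds plus 3 SD, cut at about 14% in these data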;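 also: plate controls were DMSO wells with RBBP9 for no effect and wells lacking RBBP9 protein for full effect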
Target sequence (O75884 whole entry, looked up): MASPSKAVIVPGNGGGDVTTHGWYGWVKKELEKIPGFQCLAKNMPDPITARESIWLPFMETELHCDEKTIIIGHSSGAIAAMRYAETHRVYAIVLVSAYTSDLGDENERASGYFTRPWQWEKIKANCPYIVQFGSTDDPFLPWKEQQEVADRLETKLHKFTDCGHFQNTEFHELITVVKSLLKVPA
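System: RBBP9 protein | Quantity: 2.5 µM RBBP9 dispensing solution, before mixing | Reagent: FP-Rh probe, 375 nM dispensing solution | Timing: Enzyme-compound preincubation 30 min, then probe labeling 45 min, 25 °C | Measured by: Fluorescence polarization | Read-out: % inhibition | Replication: One well per compound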
NPY1 pot ag: NPY-Y1 receptor potentiators or agonists, primary screen, cell-based; Neuropeptide Y receptor type 1 (Homo sapiens), P25929; NPY-Y1 expressing cells, potentiator/agonist activation; activation, % at 3.6 µM; 220,000 compounds, 0.37% hits; in the data active = activation above about 33%, passing the limit was not always enough;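 also: cells stimulated with NPY at EC10 then isoproterenol at EC100; 0% = low agonist plus stimulus and 100% = saturating agonist plus stimulus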
* marks the source's active call; other numbers are inactive results; / = no result given.

SMILES	NPY Y1 blocker	Runt-CBFb FRET	NPY2 pot ag	p97 ATPase inh	Runt-SMMHC FRET	Mdm2 ligase inh	Hck-Nef inh	RBBP9 inhibitor	NPY1 pot ag
Cc1cc(C)cc(-n2cnc3cc(C(=O)O)ccc32)c1	9.9	2.9	3.7	-2.8	-2.5	-4.2	-0.8	-0.2	-5.5
CCS(=O)(=O)Nc1ccc(C2=NN(C(=S)Nc3ccccc3)C(c3ccco3)C2)cc1 (stereo unspecified)	-0.9	23.0	11.9	7.8	11.3	-17.4	12.0	2.9	34.4
O=C(NCC1CCCO1)c1ccc(OC2CCN(C(=O)C3CC3)CC2)cc1 (stereo unspecified)	-5.1	-1.3	-4.8	3.6	0.3	-9.6	5.7	6.8	-9.7
CC(C)(C)n1nnnc1C(c1cccnc1)N1CCN(C(=O)c2ccco2)CC1 (stereo unspecified)	4.9	-0.2	9.6	2.9	-6.2	-28.1	2.5	-8.8	-20.6
O=S(=O)(/C=C/c1ccccc1)N1CCN(c2ccc(F)cc2)CC1	3.5	-0.4	0.0	-1.9	-2.9	-15.8	-2.8	-10.5	5.4
COc1ccc(-c2cc3nc(C)c(CCC(=O)NCc4ccc(F)cc4)c(C)n3n2)c(OC)c1	-2.1	-9.9	-18.1	0.5	-2.0	6.9	1.2	-7.8	-1.0
Cc1ccc(C(=O)Nc2sc(C)c(C)c2C(=O)c2ccccc2)cc1	-4.4	39.4	3.2	3.8	14.9	/	-0.8	-3.0	13.7
CC(=O)c1cccc(NC(=O)c2csc3c2CCCCC3)c1	-4.1	-0.8	2.4	-1.4	-2.7	-17.6	21.4	-2.9	-5.7
CC(c1ccco1)N(C(=O)c1cccs1)c1ccccn1 (stereo unspecified)	-0.7	-0.7	8.6	2.8	2.8	-4.6	0.9	-12.1	6.0
O=C1CC(N(C(=O)c2ccco2)c2ccc(F)cc2)C(=O)N1c1ccc(F)cc1 (stereo unspecified)	-5.1	2.4	8.1	2.6	-0.6	8.6	2.4	-2.0	2.7

Full records as entered above. Values in the order: NPY Y1 blocker, Runt-CBFb FRET, NPY2 pot ag, p97 ATPase inh, Runt-SMMHC FRET, Mdm2 ligase inh, Hck-Nef inh, RBBP9 inhibitor, NPY1 pot ag
COc1ccc(-c2cc3nc(C)c(CCC(=O)NCc4ccc(F)cc4)c(C)n3n2)c(OC)c1 reads -2.1, -9.9, -18.1, 0.5, -2.0, 6.9, 1.2, -7.8, -1.0
Cc1cc(C)cc(-n2cnc3cc(C(=O)O)ccc32)c1 reads 9.9, 2.9, 3.7, -2.8, -2.5, -4.2, -0.8, -0.2, -5.5
CCS(=O)(=O)Nc1ccc(C2=NN(C(=S)Nc3ccccc3)C(c3ccco3)C2)cc1 (stereo unspecified) reads -0.9, 23.0, 11.9, 7.8, 11.3, -17.4, 12.0, 2.9, 34.4

Following part.
SMILES	NPY Y1 blocker	Runt-CBFb FRET	NPY2 pot ag	p97 ATPase inh	Runt-SMMHC FRET	Mdm2 ligase inh	Hck-Nef inh	RBBP9 inhibitor	NPY1 pot ag
Cc1ccc(F)cc1NC(=O)CCC(=O)c1cccs1	4.5	-1.0	-4.7	-3.4	1.0	-1.9	-0.2	-10.5	-12.9
CC(C)c1ccccc1-n1c(-c2cccnc2)n[nH]c1=S	2.1	2.6	-17.8	4.1	7.6	-1.7	14.7	-1.0	9.6
COCCNC(=O)COc1cccc2c1OC(C)(C)C2	3.0	0.1	15.1	3.6	2.1	-16.1	17.5	7.1	11.3
COC(=O)c1ccc(OC(=O)CS(=O)c2ccccc2[N+](=O)[O-])cc1 (stereo unspecified)	-0.5	0.4	-7.6	1.2	-2.7	-19.2	1.2	-1.8	-16.1
O=C(NC1CCCCC1)NC1CCN(S(=O)(=O)c2ccc3c(c2)OCCO3)CC1	5.3	-1.6	3.1	-0.3	3.5	-5.3	0.2	-6.0	0.1
c1ccc(CSc2nnnn2-c2ccc3c(c2)OCCO3)nc1	4.9	0.0	2.0	3.0	2.9	-17.5	1.5	-2.9	-7.0
Cc1ccccc1N1CCN(Cc2c(C#N)c3ccccc3n2C)CC1	4.0	-2.0	-4.8	-3.5	3.2	-10.3	-1.6	-2.6	-6.8
O=C(c1ccccc1)N1CCCCC(Cl)C1=O (stereo unspecified)	1.7	0.0	6.4	3.1	32.9	-4.0	12.9	-10.8	19.3
CC(C)NS(=O)(=O)c1ccc(OCC(=O)Nc2ccc3c(c2)OCO3)cc1	1.3	/	1.4	3.4	4.7	1.1	20.1	0.0	0.0
O=C(NC(=S)Nc1cc(S(=O)(=O)N2CCOCC2)ccc1N1CCOCC1)c1ccco1	0.1	1.1	-10.7	-3.7	-1.9	-2.3	-10.9	-10.3	-15.8
Cc1ccc(N=Cc2ccc[nH]2)c(O)c1	6.3	-0.6	8.8	1.7	-14.5	-8.6	-0.2	-2.7	15.3
O=C(COc1ccccc1)Nc1ccc(N2CCN(C(=O)c3cccs3)CC2)cc1	-6.6	2.1	-3.1	6.3	-1.4	2.6	16.1	-2.9	13.2
CCc1ccc(CN2CCN(S(=O)(=O)Cc3ccccc3)CC2)cc1	-2.7	-0.5	-6.8	-1.9	1.8	-19.3	1.3	-2.0	0.4
Cc1scc(C(=O)N/N=C/c2ccc(Cl)s2)c1C	2.3	-0.3	3.5	3.3	4.1	-5.6	4.8	-9.8	13.3
CCOC(=O)CCN(Cc1cccs1)S(=O)(=O)c1ccc(F)cc1	11.1	-1.6	7.3	-3.5	2.4	-15.1	0.4	-2.4	3.3
CCc1cccc(C)c1NC(=S)N(CCCN1CCN(C)CC1)Cc1cccs1	0.5	-2.2	1.9	-0.4	-5.3	-5.6	1.0	-5.8	-1.2
Cc1ccccc1NCC(=O)N/N=C/c1ccc([N+](=O)[O-])cc1	-3.7	0.7	20.2	-1.2	-3.5	11.4	5.3	1.9	14.9
COc1cccc(C2C(C(=O)c3cccs3)=C(O)C(=O)N2CCN(C)C)c1OC (stereo unspecified)	2.6	1.9	-7.7	-3.2	-3.0	-12.0	4.9	0.6	-31.4
NC1=NC2(CCCCC2)N=C(Nc2ccc(Br)cc2)N1	-1.7	2.0	-5.3	-5.6	-0.3	-14.5	-0.7	-13.0	1.4
c1coc(CNc2nc3ccccc3n2CCN2CCOCC2)c1	2.6	0.9	8.2	14.0	2.4	-8.0	-0.6	2.7	7.3
CC1(C)CC(=O)C2=C(C1)N(Cc1ccc(F)cc1)C(=O)C2(NC(=O)c1cccnc1)C(F)(F)F (stereo unspecified)	-0.6	-1.5	-10.9	-2.6	0.2	-18.5	-15.3	-13.8	4.0
O=S(=O)(Nc1ccc2c3c(cccc13)CC2)c1ccc(F)cc1	8.0	-0.7	-26.3	3.2	-11.7	1.4	-1.3	-1.8	-49.6
CC(=O)Nc1ccc(NC(=O)CSCc2cnn(-c3ccccc3)c2-n2cccc2)cc1	-2.3	1.0	4.9	0.3	-0.1	-4.9	1.7	-0.1	-11.2
COc1ccc(CCNC(=S)N(C)C)cc1OC	/	-3.4	9.3	4.2	0.8	-6.1	18.0	-9.3	0.5
COc1ccc2[nH]c(-c3ccccc3)cc2c1	/	0.5	10.8	7.1	-1.5	-13.9	5.2	-7.1	20.5
CC1=Nc2ccccc2/C1=C/c1sc(=S)n(-c2cccc(C(=O)O)c2)c1O	1.7	-58.4	-1.1	16.4*	-197.5	-0.8	4.3	-3.5	7.6
COc1ccc(NC(=O)Cn2c(=O)n(-c3ccc(CC(=O)NCc4ccco4)cc3)c(=O)c3ccccc32)cc1	-2.9	-6.5	-4.3	4.5	-4.3	-8.0	5.6	0.8	-5.8
CCCN(CCC)S(=O)(=O)c1ccc(C(=O)N2CCC(=O)c3ccccc32)cc1	-5.3	-5.2	6.3	2.0	-0.7	-20.4	0.3	0.3	-4.6
O=C(Nc1nnc(C2CCCC2)s1)C1CCC1	-0.4	-0.3	-16.7	9.3	-0.9	3.2	-1.3	-8.9	-10.2
CC1=Nc2ccccc2/C1=C\c1sc(Nc2ccc(C)cc2)nc1O	-0.6	-13.5	0.2	1.5	-9.2	7.5	2.6	-0.9	-4.3
CC(C)N(CCO)C(=O)C(c1ccccc1)c1ccccc1	-3.2	-1.8	2.9	-1.1	-5.4	-3.8	-0.9	-7.9	-12.2
CC(C)(C)CN1C(N)=NC[C@@H]1Cc1ccc(O)cc1	/	-2.2	/	/	1.4	3.6	20.8	/	/
O=C(NCc1cccnc1)c1cn(-c2ccccc2)nc1-c1ccccc1	8.5	-0.2	3.3	1.4	1.7	-3.4	-3.4	-7.7	-5.5
CCCCOCCCNC(=O)CN1C(=O)c2ccccc2C1=O	1.1	1.4	-7.3	3.6	-7.4	-5.7	-1.3	12.6	10.6
Cn1cccc1CC(=O)N/N=C/c1ccc(Cl)cc1	/	0.6	-8.5	8.4	-4.0	-7.8	3.5	-3.0	8.1
COc1ccc(C2=NN(S(C)(=O)=O)C(c3cccs3)C2)cc1OC (stereo unspecified)	3.7	-0.8	-8.9	2.8	1.9	18.9	19.0	-1.4	-0.3
COc1ccc(S(=O)(=O)N2CCC(C(=O)NCCc3ccc4c(c3)OCO4)CC2)cc1	-0.8	-1.0	-3.7	3.1	0.9	0.6	2.3	0.0	-1.9
CC1(C)Cc2ccccc2C(/C(=N\Nc2cccc(Cl)c2)C(N)=O)=N1	2.2	-5.3	-7.5	-0.3	-4.3	-8.4	25.9	-9.3	-36.0
Cc1cc(NC(=O)c2ccc([N+](=O)[O-])o2)ccc1NC(=O)c1ccco1	-3.0	-0.5	-9.6	-8.1	-0.1	-10.4	13.9	-1.2	-3.6
O=C(NCCCN1CCOCC1)c1cc(-c2ccc(F)cc2)on1	5.2	2.1	8.5	5.0	-2.2	-17.1	1.9	-1.6	1.0
CCOC(=O)c1ccc(NC(=O)Cc2coc3cc4c(cc23)CCC4)cc1	3.6	-1.5	13.8	2.9	-0.2	-8.9	7.8	-0.9	-3.8
